# H37Rv inhibition = M. tuberculosis growth inhibition, HTS (AID 449762). M. tuberculosis H37Rv growth inhibition, 7H9 media; higher % means a stronger effect. inhibition, % at 25 µM; hits with a dose series show IC50 in µM. 0.59% of 330,000 active; in the data active = a potency from the dose series; inconclusive = inhibition above about 70% without an active follow-up result;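 note: bacterial growth assessed after seven days of incubation; strong numbers were not always called active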
# M. tuberculosis = growth inhibition of non-replicating M. tuberculosis (AID 488890); Mycobacterium tuberculosis non-replicating, growth inhibition; higher % means a stronger effect; inhibition, % at 25 µM, or IC50 in µM where a hit was titrated; 0.39% of 320,000 active; in the data active = a potency from the dose series; inconclusive = inhibition mostly from about 82% at the one dose, without a potency; inactive = the rest, 99 in 100 with inhibition below about 76%;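 note: plate controls were DMSO cells for no effect and high antibiotic wells for full effect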
# Salmonella PhoP GFP = PhoP regulon inhibitors, Salmonella typhi PhoP promoter GFP reporter, confirmatory (AID 1850) | Salmonella Typhi PhoP-promoter GFP reporter, fluorescence, 4 h; higher % means a stronger effect | inhibition, % at 50 µM, or IC50 in µM where a hit was titrated | 0.33% of 310,000 active; in the data active = a potency from the dose series; inconclusive = inhibition mostly from about 25% at the one dose, without a potency; inactive = the rest, 99 in 100 with inhibition below about 19%;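 note: 0% = induced wells with vehicle and 100% = uninduced wells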
# influenza NS1A = H1N1 influenza NS1A inhibitors, functional cell based assay (AID 504329). NS1A functional cell-based assay, percent inhibition; higher % means a stronger effect. inhibition, % at 12.5 µM; hits with a dose series show IC50 in µM. 0.3% of 340,000 active; in the data active = a potency from the dose series; inconclusive = inhibition above about 27% without an active follow-up result; note: strong numbers were not always called active
# inhibitors of VEEV = inhibitors of VEEV TC-83 cytopathic effect, confirmation, Vero cells (AID 588727); Vero cells, VEEV TC-83 cytopathic effect inhibition; higher % means a stronger effect; one-dose inhibition, % at 20 µM; IC50 in µM for titrated hits; 0.13% of 350,000 active; in the data active = a potency from the dose series; inconclusive = inhibition mostly from about 14% at the one dose, without a potency; inactive = the rest, 99 in 100 with inhibition below about 12%; note: strong numbers were not always called active
# inhibitors of VEEV 10K pilot screen = also measured in inhibitors of VEEV; calls as there; inhibition, %; measured here: 10K pilot screen inhibition
# * marks the source's active call; other numbers are inactive results; i = inactive; ? = inconclusive; · = no result given.
SMILES,H37Rv inhibition,M. tuberculosis,Salmonella PhoP GFP,influenza NS1A,inhibitors of VEEV,others
COc1ccc(C)cc1S(=O)(=O)Nc1ccncc1,0%,-6%,19%,1%,0.7%,
N#CC(C#N)=Cc1ccc(-c2ccccc2)o1,-5%,53%,-14%,·,·,
CCOC(=O)C1CCCN(c2nc3ccccc3nc2C(C#N)C(=O)OC(C)COC)C1 (stereo unspecified),1%,-5%,-5%,-13%,1.6%,
O=C(/C=C/c1cc(Br)ccc1F)OCC(=O)N1CCOCC1,2%,9%,·,-20%,2.5%,
Cc1cc(OC(C)C(=O)NCc2ccncc2)c2c3c(c(=O)oc2c1)CCCC3 (stereo unspecified),7%,3%,7%,6%,2.0%,
CCOc1cc(C(=O)NC(=S)Nn2cnnc2)cc(OCC)c1OCC,1%,0%,7%,3%,0.7%,
CC(=O)c1ccc(OCC(=O)N2CCCC(Nc3ccc(C)c(C)c3)C2)cc1 (stereo unspecified),-2%,1%,-8%,-1%,1.3%,
Cc1ccc(NC(=O)CN(C)C(=O)COc2cccc3cccnc23)cc1,43%,?,0%,-7%,0.3%,
Nc1nccnc1C(=O)OCc1nc2sc3c(c2c(=O)[nH]1)CCCC3,44%,41%,-1%,-2%,1.4%,
C/C(=N\Nc1ccc(Cl)c(C(=O)O)c1)c1ccc(N2CCOCC2)cc1,5%,-4%,-24%,6%,0.4%,
COc1ccc(S(=O)(=O)Nc2c(C)ccc3nsnc23)cc1OC,0%,-14%,-4%,-6%,1.9%,
O=C(NNC(=O)c1ccc(Br)o1)c1csc(N2CCOCC2)n1,17%,54%,·,-9%,i,
COC1=C(Br)C(=O)c2ncccc2C1=O,·,·,·,8%,i,
COCC(=O)Nc1ccc(S(=O)(=O)N2CCCC2)cc1,-4%,-12%,-8%,-4%,0.5%,
CCCCN(C)C(=O)c1cn(CC)c2ccc(S(=O)(=O)N(C)C)cc2c1=O,-7%,6%,3%,-2%,0.7%,
COc1ccc(C(=O)NCc2nnc(SCC(=O)Nc3ccccc3F)o2)cc1,0%,7%,-6%,8%,i,
CC(C)(C)NC(=O)C(c1cccs1)N(C(=O)c1csnn1)c1cccc(F)c1 (stereo unspecified),7%,17%,-35%,-9%,0.0%,
O=C(COC(=O)C1CC(=O)N(Cc2ccco2)C1)c1ccc(OC(=O)c2ccco2)cc1 (stereo unspecified),-4%,33%,14%,-2%,i,
Cc1ccc(S(=O)(=O)N2CCN(C(=O)CCn3nc(C)c(C)c3C)CC2)cc1C,3%,-12%,-3%,-4%,i,
COc1cc2[nH]c3ccccc3c2cc1C,-8%,-1%,11%,-2%,0.4%,
Cc1ccc(CNC(=O)/C(C#N)=C\c2ccc(N(C)C)cc2)cc1,-5%,·,-46%,·,·,
CC(C)c1ccccc1NC(=S)N1CCN(S(=O)(=O)c2cccs2)CC1,-4%,-17%,6%,-5%,0.3%,
Cc1cc(C)cc(NC(=O)[C@H](NC(=O)[C@@H]2Cc3ccccc3CN2)c2ccccc2)c1,16%,25%,2%,11%,8.3%,
O=C(O)CCc1nc2ccccc2c(=O)[nH]1,-1%,-11%,3%,-1%,0.4%,
CCCOc1ccc(/C=N/Nc2ccccc2[N+](=O)[O-])c(OCCC)c1,10%,2%,-1%,7.7µM*,1.0%,

# Continued:
SMILES,H37Rv inhibition,M. tuberculosis,Salmonella PhoP GFP,influenza NS1A,inhibitors of VEEV,others
O=C(CN(Cc1ccco1)C(=O)CNS(=O)(=O)c1ccc(F)cc1)NCc1ccc(F)cc1,5%,15%,-3%,-4%,4.4%,
COc1ccc(NC(=O)c2sc3nc(-c4cccnc4)ccc3c2N)cc1OC,0%,-12%,-48%,0%,5.7%,
Cn1c(=O)oc2cc(S(=O)(=O)N3CCCC(C(=O)Nc4ccccn4)C3)ccc21 (stereo unspecified),-3%,-6%,-16%,-2%,3.2%,
O=C(Nc1ccc2nc3n(c(=O)c2c1)CCCC3)c1cccc(F)c1,-2%,-4%,6%,-11%,2.3%,
Cc1cccc(NC(=O)[C@@H]2CCCN2C2=NS(=O)(=O)c3ccccc32)c1C,1%,3%,·,-14%,i,
COc1ccc(C(=O)CCC(=O)Nc2ccc(N3CCCCC3)cc2)cc1OC,13%,12%,4%,4%,1.6%,
CCCCn1c(SCC(N)=O)nc2c(sc3ccccc32)c1=O,2%,-5%,-6%,3%,4.4%,
CC1Oc2cc3oc4c(O)c(O)ccc4c(=O)c3c(O)c2C1(C)C (stereo unspecified),-3%,-5%,14%,5%,2.9%,
O=C(COC(=O)c1ccccc1[N+](=O)[O-])NCCCc1ccccc1,-1%,32%,5%,4%,i,
S=C(Nc1ccc(Cc2ccncc2)cc1)Nc1cccc(Cl)c1,5%,?,7%,-11%,i,
COc1cc(C(=O)OCn2nnc3ccccc3c2=O)cc(OC)c1OC,10%,35%,0%,0%,1.7%,
Cc1ccc(OCc2nnc(SCC(=O)Nc3ccc4c(c3)OCCO4)n2Cc2ccco2)cc1,62%,28%,-3%,5%,7.0%,
Cc1nc2c3ccccc3nc(SCC(=O)N3CC(C)CC(C)C3)n2n1 (stereo unspecified),-12%,10%,4%,-6%,0.9%,
COc1cc(NC(=O)C2CCCCC2)c(OC)cc1NC(=O)CN1CCCCC1,26%,37%,6%,4%,8.0%,
Cc1c(NC(=O)CSc2nnc(COc3ccccc3)n2-c2ccccc2)c(=O)n(-c2ccccc2)n1C,-15%,16%,-8%,-2%,0.9%,
CN(CCc1ccccc1)C(=O)c1cc(COc2ccc(F)cc2Cl)on1,14%,64%,0%,4%,i,
COc1ccc2[nH]c(C)c(CCNC(=S)Nc3cc(C)cc(C)c3)c2c1,-7%,·,-9%,-9%,i,
O=C(NCCN1CCOCC1)c1ccc(-c2ccccc2)cc1,-2%,-4%,-7%,2%,0.4%,
COc1ccc(-c2nc3ccccc3o2)cc1NC(=O)CSc1ccc(Cl)cc1,4%,-15%,-5%,-4%,2.1%,
Cc1ccccc1Oc1nc2ccccc2n2cnnc12,1%,2%,-1%,-12%,0.4%,
Cc1ccc(CCN2CC(C(=O)NCCCN3CCCCC3)CC2=O)cc1 (stereo unspecified),3%,1%,11%,-15%,0.8%,
COc1ccc(CC(=O)NCc2n[nH]c(=S)n2-c2cccc(Cl)c2)cc1,-9%,3%,-11%,-2%,0.6%,
CN(CC(=O)Nc1cccc(F)c1)C(=O)Cn1c(=O)cnc2ccccc21,-9%,-9%,2%,-3%,0.6%,
Cc1ccc2nc3c(cc2c1)c(NC(=O)C1CCCO1)nn3CC(C)C (stereo unspecified),-2%,-11%,11%,-19%,1.5%,
COCCNC(=O)c1ccc(C2SCC(=O)N2CCc2ccccc2)cc1 (stereo unspecified),9%,-3%,0%,1%,0.1%,

# The list goes on.
SMILES,H37Rv inhibition,M. tuberculosis,Salmonella PhoP GFP,influenza NS1A,inhibitors of VEEV,others
CCn1c2ccccc2c2cc(NS(=O)(=O)c3ccc(C)cc3)ccc21,7%,-7%,9%,-14%,3.1%,
Cn1cc(CN2CCC(n3nccc3NC(=O)CCc3ccccc3)CC2)cn1,-8%,-11%,-6%,-7%,0.7%,
CC12CCC3c4ccc(O)cc4CCC3C1CC(=NO)C2O (stereo unspecified),·,·,·,-2%,0.6%,
O=C(Nc1cc(SCC(O)CO)cc([N+](=O)[O-])c1)c1ccc(-n2cnnn2)cc1 (stereo unspecified),1%,-3%,-1%,0%,1.2%,inhibitors of VEEV 10K pilot screen=1.2
CC(C)(C)C(=O)Nc1c(Br)c(C2CC2)nn1-c1ccccc1,-5%,-3%,0%,·,1.1%,
CC1(C)Cc2c(sc3c2c(=N)n(Cc2ccco2)c(=O)n3CC(=O)Nc2ccc(Cl)cc2)CO1,57%,17%,16%,4%,4.4%,
O=C(c1cccs1)N1CCCC1,-10%,-7%,-14%,3%,5.3%,inhibitors of VEEV 10K pilot screen=0.8
Cc1cc(Br)ccc1NC(=O)C1C2CCC(O2)C1C(=O)O (stereo unspecified),-2%,-19%,3%,-11%,0.3%,
COc1ccc(S(=O)(=O)N2CCC(C(=O)N3CCN(C)CC3)CC2)cc1Cl,-3%,-8%,-8%,8%,1.5%,
CCSCCOC(=O)C1=C(C)NC(=O)NC1c1cc(OC)ccc1OC (stereo unspecified),1%,-3%,-8%,7%,i,
Cc1ccc(C)c(CN2CCN(c3ncccn3)CC2)c1,7%,1%,-6%,-6%,i,
CC(C)[C@H](CN1CCC[C@H]1CN1C(N)=NC[C@@H]1Cc1ccccc1)N1C[C@@H](Cc2ccccc2)N(CCc2ccc(Cl)c(Cl)c2)C1=N,?,?,·,20%,1.5%,inhibitors of VEEV 10K pilot screen=2.3
O=S(=O)(CCSc1ccccn1)c1nc2ccccc2s1,?,?,2%,0%,i,
Cc1ccc(NC(=S)N/N=C/c2cccn2Cc2ccccc2F)cc1,-7%,-23%,9%,-11%,1.6%,
O=[N+]([O-])c1ccc(CSc2nnc(-c3cnccn3)o2)cc1,1%,·,5%,17%,3.0%,
CC(=O)N1CCN(CCN=CC2=C(O)CC(c3cccs3)CC2=O)CC1 (stereo unspecified),-2%,7%,4%,2%,1.6%,
Cn1c(O)c(C=NC2CCN(Cc3ccccc3)CC2)c(=O)n(C)c1=O,-3%,-7%,19%,-15%,0.8%,
CN(CC(=O)Nc1ccccc1Cl)C(=O)COC(=O)CN1C(=O)NC2(CCCC2)C1=O,-9%,-5%,-9%,-2%,2.1%,
CCCC(c1c(C)n(C)n(-c2ccccc2)c1=O)c1c(C)n(C)n(-c2ccccc2)c1=O,-4%,-4%,10%,15%,0.7%,
Clc1ccc(CSc2nnc3c(n2)[nH]c2ccccc23)cc1,1%,0%,3%,5%,1.0%,
CCc1cc(C(=O)NCC2CCCO2)sc1C (stereo unspecified),-2%,50%,-8%,-4%,3.8%,
O=C(COc1ccc(Cl)cc1)N1CCN(C(=O)c2cccs2)CC1,-1%,18%,2%,-9%,i,
CCCc1cc(=O)n2[nH]c(C)c(-c3ccccc3)c2n1,?,i,5%,-9%,1.4%,inhibitors of VEEV 10K pilot screen=0.0
Fc1cccc(CNCCc2c[nH]c3ccccc23)c1,10%,-9%,-4%,9%,i,
CC1(c2ccccc2)CC(C)(C)N(C(=O)CSc2nnc(N)s2)c2ccccc21 (stereo unspecified),-3%,42%,-7%,1%,3.6%,

# Remaining list, next part.
SMILES,H37Rv inhibition,M. tuberculosis,Salmonella PhoP GFP,influenza NS1A,inhibitors of VEEV,others
O=C(O)C=C1C2CC3CC(C2)CC1C3,-4%,3%,0%,-3%,0.4%,
CC(C(=O)c1c[nH]c2ccccc12)N1CCc2ccccc2C1 (stereo unspecified),-4%,25%,0%,21%,i,
CCOc1nc(NC(=O)NS(=O)(=O)Oc2cccc(Cl)c2)nc(-c2ccccc2)n1,·,·,·,-1%,1.3%,
Cn1nc(Oc2nc(N3CCOCC3)nc(N3CCOCC3)n2)ccc1=O,-7%,-4%,1%,4%,i,
O=C(O)COc1ccc(/C=N/NC(=O)COc2nsnc2N2CCOCC2)cc1,-1%,-7%,-4%,2%,0.3%,
COc1ccc(N=C(C)C2=C(O)CSC2=O)cc1,?,19%,15%,4%,1.1%,
CN(CC(=O)Nc1cccc(S(=O)(=O)N(C)C)c1)Cc1ccccc1,-3%,-1%,5%,4%,0.4%,
CS(=O)(=O)Nc1ccccc1C(=O)Nc1ccccc1C(=O)N1CCCC1,-1%,1%,-12%,-5%,2.5%,
COC(CNC(=O)c1ccc2c(c1)ncn2-c1ccc(F)c(F)c1)OC,7%,78%,2%,-2%,1.1%,
COCCn1c(SCC(=O)N2CCOCC2)nc2ccccc2c1=O,-5%,-4%,4%,6%,2.2%,

# Gathered by group, the compounds so far with a furan ring, fused or not
SMILES,H37Rv inhibition,M. tuberculosis,Salmonella PhoP GFP,influenza NS1A,inhibitors of VEEV,others
N#CC(C#N)=Cc1ccc(-c2ccccc2)o1,-5%,53%,-14%,·,·,
O=C(NNC(=O)c1ccc(Br)o1)c1csc(N2CCOCC2)n1,17%,54%,·,-9%,i,
O=C(COC(=O)C1CC(=O)N(Cc2ccco2)C1)c1ccc(OC(=O)c2ccco2)cc1 (stereo unspecified),-4%,33%,14%,-2%,i,
O=C(CN(Cc1ccco1)C(=O)CNS(=O)(=O)c1ccc(F)cc1)NCc1ccc(F)cc1,5%,15%,-3%,-4%,4.4%,
Cc1ccc(OCc2nnc(SCC(=O)Nc3ccc4c(c3)OCCO4)n2Cc2ccco2)cc1,62%,28%,-3%,5%,7.0%,
CC1(C)Cc2c(sc3c2c(=N)n(Cc2ccco2)c(=O)n3CC(=O)Nc2ccc(Cl)cc2)CO1,57%,17%,16%,4%,4.4%,

# Screens (PubChem BioAssay)
